# HttQ103 aggreg: qHTS Multiplex Assay to Identify Dual Action Probes in a Cell Model of Huntington: Aggregate Formation (GFP); AID 1688, 2009; PC12 HttQ103-GFP aggregates, Acumen cytometry, 40 h; Potency, µM (highest dose often 46.1 µM), for inactives: at the top dose activity change, negative = inhibition, most hits filed as inhibitors; 1.1% of 220,000 active; also: potency is read from the fitted curve at half-maximal effect; % is scaled to controls: 0 for no effect and ±100 for the full control effect; nearly all actives have a fitted effect of over 60% in size
#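 Inducible Q103 Huntingtin exon 1–GFP PC12 line, 1500 cells/well in phenol red free DMEM with 5% equine and 5% calf serum. Tebufenozide 100 nM induced expression; compounds titrated; aggregates quantified by cytometry.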
# CBFb-RUNX1 inh: qHTS Assay for Compounds Blocking the Interaction Between CBF-beta and RUNX1 for the Treatment of Acute Myeloid Leukemia. AlphaScreen CBFb-His/RUNX1-biotin binding, biochemical. Potency, µM (series often up to 59.8 µM), inactives show at the highest dose activity, negative = inhibition, most hits filed as inhibitors. 230,000 tested, under 10 active. AID 1477, 2009; also: % of control where 0% means no effect
# Target sequence (Q01196 whole entry, looked up): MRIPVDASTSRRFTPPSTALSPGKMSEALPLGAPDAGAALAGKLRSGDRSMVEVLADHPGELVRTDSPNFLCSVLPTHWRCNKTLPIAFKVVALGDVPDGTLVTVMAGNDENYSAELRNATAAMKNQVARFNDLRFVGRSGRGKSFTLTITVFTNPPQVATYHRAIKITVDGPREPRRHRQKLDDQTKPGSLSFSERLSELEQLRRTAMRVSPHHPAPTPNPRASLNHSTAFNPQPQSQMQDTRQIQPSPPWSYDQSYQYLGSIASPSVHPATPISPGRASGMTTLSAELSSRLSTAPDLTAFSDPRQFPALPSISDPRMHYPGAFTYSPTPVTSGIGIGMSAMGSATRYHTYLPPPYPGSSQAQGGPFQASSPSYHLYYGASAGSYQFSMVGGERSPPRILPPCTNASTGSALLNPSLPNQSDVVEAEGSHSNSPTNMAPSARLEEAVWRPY
# Target sequence (Q13951 whole entry, looked up): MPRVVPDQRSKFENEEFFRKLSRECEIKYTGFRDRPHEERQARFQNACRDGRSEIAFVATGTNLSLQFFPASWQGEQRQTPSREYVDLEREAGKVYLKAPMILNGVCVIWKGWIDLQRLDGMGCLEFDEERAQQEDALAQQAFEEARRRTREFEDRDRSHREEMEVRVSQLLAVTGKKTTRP
#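 AlphaScreen binding: CBFb-His and RUNX1-biotin (30 nM each) preincubated 20 min, compound added for 15 min, then nickel and streptavidin beads for 90 min, all at room temperature. Disruption of the interaction by any mechanism counts as activity.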
# SMN2 splice enh: qHTS Assay for Enhancers of SMN2 Splice Variant Expression; AID 1458, 2008; 2.8% of 210,000 active; HEK293 SMN2-luciferase splicing reporter, luminescence, 30-36 h; Potency, µM (series often up to 46.1 µM), without a hit: at the highest dose activity change, positive = activation, usual class: activators; also: potency is read from the fitted curve at half-maximal effect; % of control where 0% means no effect; nearly all actives have a fitted effect of over 55% in size
#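 qHTS luciferase splicing reporter: luminescence rises when SMN2 exon 7 is included in transfected HEK293 cells. Compound exposure lasted 30-36 h at 37C, with 4.5 mM final sodium butyrate as control, followed by a ONE-Glo read.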
# HTT ATP protect: qHTS Multiplex Assay to Identify Dual Action Probes in a Cell Model of Huntington: Cytoprotection (ATP); PC12 HTT-Q103 induced, cytoprotection, ATP luminescence, 40 h; Potency, µM (titrated, usually from 56.4 µM), for the others: cytoprotection (ATP increase), most hits filed as activators; 0.14% of 230,000 active; AID 1471, 2008;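 also: potency is read from the fitted curve at half-maximal effect; % of control where 0% means no effect; nearly all actives have a fitted effect of over 45% in size; toxic huntingtin expression switched on by the ecdysone agonist tebufenozide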
#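 Compounds added alongside 100 nM tebufenozide, which induces toxic Q103 huntingtin exon 1-GFP in stable PC12 cells; surviving cells quantified by luminescent ATP measurement. Medium: phenol red-free DMEM, 5% equine and 5% calf serum.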
# KinaseGlo FLuc: Counterscreen for Luciferase (Kinase-Glo TM) Inhibition; Kinase-Glo luciferase, ATP luminescence, 8 min; Potency, µM (titrated, usually from 38.3 µM), for the others: at the top dose activity change, negative = inhibition, hits mostly inhibitors; 0.28% of 200,000 active; also: potency is read from the fitted curve at half-maximal effect; % is scaled to controls: 0 for no effect and ±100 for the full control effect; nearly all actives have a fitted effect of over 60% in size
#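 Recombinant Kinase-Glo luciferase, 10 uM ATP (linear range), luciferin; imidazole pH 7.2 / KCl / MgCl2 / Tween / BSA buffer; 8 min RT; luminescence.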
# LMNA splice mod: qHTS Assay for Modulators of Lamin A Splicing | HeLa LMNA splicing GFP/RFP minigene ratio, 48 h | Potency, µM (doses to about 46.1 µM), for the others: top-dose ratio change, negative = inhibition, usual class: inhibitors | 0.01% of 200,000 active | AID 1487, 2009; active = well fitted inhibition curve with a large enough effect in the signal ratio, with a control signal flat, not every such curve was filed as active; inconclusive = small, poorly fitted or top-dose-only effect, or effect the other way, or a change in a side signal; the % refers to the signal ratio; also: potency is read from the fitted curve at half-maximal effect; % is scaled to controls: 0 for no effect and ±100 for the full control effect
#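 Read-out is the ratio of GFP to DsRed2 object intensity, acquired by 488 nm laser-scanning cytometry on HeLa lamin A-EGFP minigene reporter cells. Compound incubation 48 hrs at 37 °C in Opti-MEM with 2% FBS; DMSO 0.5% final.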
# IMPase Li cell: qHTS Assay for Identifying the Cell-Membrane Permeable IMPase Inhibitors: Potentiation with Lithium; CHO-M1 cells, IP1 TR-FRET (IP-One), carbachol + lithium; Potency, µM (top dose mostly 59.4 µM), for inactives: top-dose activity, negative = IMPase inhibition, most hits filed as inhibitors; 0.35% of 210,000 active; AID 1457, 2008;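 also: IP1 builds up when IMPase is blocked and the TR-FRET signal falls; potency is read from the fitted curve at half-maximal effect; plate controls were basal vehicle for no effect and high inhibitor control for full effect; nearly all actives have a fitted effect of over 50% in size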
#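 CHO-M1, 2000 cells/well, 16–30 h culture; cpd + low Li+, 30 min 37C; lysis with d2-IP1/Eu-anti-IP1 Ab, 10 min RT; TR-FRET 665/620 ratio and 620 channel; AC50 via Hill.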
# * hit, by the source's call; u = inconclusive; x = no result given; [ ] = another dose, or the depositor's remark. Unless noted, calls follow the shape of the dose curve; as a rule, active = well fitted curve in the direction sought with a large enough effect; inconclusive = small, poorly fitted or top-dose-only effect, or another doubt; inactive = no such curve, though single readings can be large; an effect the other way counts as inactive or inconclusive.
SMILES,HttQ103 aggreg,CBFb-RUNX1 inh,SMN2 splice enh,HTT ATP protect,KinaseGlo FLuc,LMNA splice mod,IMPase Li cell
CC1CCN(C(=O)CN2C(=O)C(C)(C)Oc3ccc(C(=O)NC4CCCC4)cc32)CC1,2.0%,11.8%,-0.6%,-25.8%[10 µM],2.0%,-12.8%,-11.6%
O=C(Nc1ccccn1)c1ccc(COc2ccccc2Cl)o1,9.9%,15.9%,14.5%,12.7%[1.9 µM],-4.3%,u,8.1%
O=C(c1ccco1)N1CCN(C(=O)c2cnn3cccnc23)CC1,-3.1%,4.3%,-10.1%,-12.0%[0.074 µM],13.6%,6.4%,-3.0%[38.3 µM]
COc1ccc(/C(C)=N/OCC(=O)N2CC3(C)CC2CC(C)(C)C3)cc1 (configuration not stated),-5.7%,7.1%,-17.0%,5.4%[10 µM],-2.7%,-5.0%,6.5%
Cc1cc(C(F)F)n2nc(C(=O)Nc3sc4c(c3C(N)=O)CCC4)nc2n1,-17.7%,-2.3%,-8.1%,2.1%[10 µM],0.1%,u,6.8%
CCOc1ccccc1CNC(=O)CCNC(=O)Cn1ccc2ccccc2c1=O,10.6%,4.0%,-9.3%,14.5%,-3.0%,5.0%,22.0%[38.3 µM]
C=C(C)c1cccc(C(C)(C)NC(=O)Nc2cc(C)ccn2)c1,u,-7.0%,-42.4%[inhibitor],-6.1%[10 µM],4.8%,u,5.2%
O=C(CCN1C(=O)c2ccccc2C1=O)Nc1ccncc1,11.0%,4.7%,-5.2%,0.2%,-3.3%,6.9%,-8.3%[38.3 µM]
COc1cccc(NC(=O)CSc2nc(C)cs2)c1,23.9%,-0.9%,21.8%,31.4%,-7.2%,1.0%,32.4%[activator][38.3 µM]
CCCCOc1ccc(C)cc1CN(CCO)CCO,-1.9%[9.22 µM],3.1%,-4.2%,20.1%,3.6%,5.9%,-11.2%[38.3 µM]
COc1ccc(OC)c(C2C(C(N)=O)=C(C)Nc3nc(-c4cccc(Cl)c4)nn32)c1 (configuration not stated),-23.3%,4.9%,u,-27.1%,x,u,x
Cc1cc(C(=O)CN2CCCC(C)C2)c(C)n1-c1ccc(F)cc1 (configuration not stated),-7.0%,-8.3%,17.8µM*,3.3%[10 µM],0.7%,-4.3%,-0.2%
Cc1nc2nc[nH]n2c(=O)c1CC(=O)O,1.3%,-0.4%,16.2%,-4.4%,-4.0%,5.1%,-3.6%[38.3 µM]
O=C(CN1C(=O)c2cccc3cccc1c23)NCc1ccccn1,2.3%,6.1%,-6.5%,-18.6%,4.3%,8.4%,-9.4%[38.3 µM]
CCN(CC)S(=O)(=O)c1ccc(NC(=O)[C@@H](NC(=O)c2cc(OC)cc(OC)c2)C(C)C)cc1,-13.2%,1.3%,x,-50.9%[inhibitor],x,x,16.7%
O=C(O)Cc1c(-c2ccccc2)c2cc(Br)ccc2[nH]c1=O,-3.4%[9.22 µM],2.9%,x,11.1%[10 µM],x,x,x
CCCC1=C(C(=O)OCC)C(c2cccnc2)n2nc(C)nc2N1 (configuration not stated),27.6%[9.22 µM],12.1%,x,1.3%[10 µM],x,x,x
C#CCn1c(-c2cccs2)nc2ccccc21,-8.0%[9.22 µM],-1.2%,x,-5.6%[10 µM],-2.5%,-15.8%[46 µM],1.3%
COc1ccc(NC(=O)c2ccc(CNS(=O)(=O)c3cccc(OC)c3)cc2)cc1,-7.6%,0.6%,-27.2%,1.1%,0.3%,6.3%,7.7%[38.3 µM]
O=C1CCCC2=C1C(c1cccs1)Nc1ccccc1N2 (configuration not stated),4.8%,-5.5%,6.5%,10.9%[10 µM],3.2%,2.7%,2.7%
CC(C)(C)c1nc2scc(-c3ccc(Cl)cc3)c2c(=O)o1,14.2%,0.7%,19.3%,-7.7%,-5.6%,1.0%,42.1%[38.3 µM]
C/C(=C\CO)CCO,x,4.6%,7.1%,u,0.6%,x,20.4%
COc1ccc2cc(CCNC(=O)c3c(-c4ccccc4Cl)noc3C)c(=O)[nH]c2c1,8.3%,11.3%,1.3%,1.9%[10 µM],1.3%,-14.6%,16.0%[38.3 µM]
COc1ccc(/C=C2\CCCC(C(=O)C(F)(F)F)=C2O)cc1OC,u,1.0%,-27.1%,x,0.5%,x,-9.3%
O=C1CC(Sc2nnnn2C2CCCCC2)C(=O)N1c1ccccc1 (configuration not stated),u,1.2%,-2.0%,-6.8%[10 µM],0.2%,-1.0%,6.2%
Cc1ccc(NC(=O)CSc2ccccc2NC(=O)c2cccc(Cl)c2)cc1Cl,10.9%,2.1%,-16.6%,1.2%[10 µM],3.1%,u,-6.5%
Cc1ccc(CNC(=O)CCS(=O)(=O)c2cc(Br)cc3c2N(C(=O)C2CC2)CC3)o1,2.1%,3.0%,10.6%,4.5%,3.7%,-10.1%,18.2%[38.3 µM]
COC(=O)c1c(-c2cccs2)csc1NC(=O)CN1CCOCC1,-19.3%,2.6%,-53.1%[inhibitor],-13.3%[10 µM],0.8%,-22.2%,37.9%[38.3 µM]
Cc1ccc(C(=O)C2=C(O)C(=O)N(c3ncccn3)C2c2cccc(Cl)c2)o1 (configuration not stated),16.4%,-9.8%,-1.1%,-13.7%,1.2%,1.7%,u
CSC1=NC(C)(C)C=C(/C=C/c2c(Cl)cccc2Cl)N1,3.2%,13.7%,-13.3%,1.8%[10 µM],-2.2%,u,7.1%
O=C(Nc1ccc2cn[nH]c2c1)c1ccccc1F,-25.5%,16.6%,11.2µM*,-31.1%[10 µM],-1.0%,2.1%,5.4%
CCN(CC)C(=O)CSc1nnc2cc(C)c3ccccc3n12,-9.8%,-11.8%,-24.3%,-25.6%,0.8%,-4.1%[46 µM],-3.4%
CSc1ncccc1C(=O)Nc1nc2ccc(Oc3ccccc3)cc2s1,u,-0.3%,11.2%,-24.5%[10 µM],-20.3%,u,10.6%
c1ccc2c(SCc3cn4cccnc4n3)ncnc2c1,15.4%,1.9%,-0.7%,9.0%,-4.7%,u,-9.6%[38.3 µM]
CCCCc1cc(=O)oc2cc(OCC(=O)N3CCc4ccccc43)ccc12,4.3%,1.2%,-21.3%,21.8%,-2.6%,-1.8%,u
COc1ccc(Cc2noc(CN(C)CC3(N4CCOCC4)CCCCC3)n2)cc1OC,4.7%[9.22 µM],10.2%,x,29.0%[10 µM],0.4%,u,7.2%
O=C(COC(=O)c1ccccc1Br)Nc1ccccc1F,11.0%,8.1%,x,-38.9%,-6.2%,x,3.6%
c1ccc2c(c1)Cn1nnnc1-2,9.0%,4.3%,-7.0%,7.9%[0.074 µM],-3.3%,10.5%,-2.4%[38.3 µM]
Cc1cc(-c2nnc(CSc3nnc(NC(=O)c4ccc(C(C)(C)C)cc4)s3)o2)ccc1[N+](=O)[O-],-0.9%[9.22 µM],3.2%,x,-39.3%[10 µM],x,x,x
Cc1cc(=O)c2cc(Br)ccc2[nH]1,-27.5%,3.8%,11.9%,-19.2%,-5.9%,u,-6.3%[38.3 µM]
CC(C)c1ccc(CNC(=O)C(=O)Nc2nccs2)cc1,-12.1%,1.8%,0.8%,-17.7%,-0.6%,-1.6%[46 µM],1.1%
Nn1c(SCc2ccccc2)nnc1-c1ccccn1,-9.6%,-20.7%,16.0%,1.2%,-2.8%,3.1%,-7.3%[38.3 µM]
CCn1c(N2CCN(S(=O)(=O)c3ccc(Cl)cc3)CC2)nc2ccccc21,-4.8%[9.22 µM],-10.8%,-43.3%[inhibitor],1.7%[10 µM],1.7%,x,24.4%
COc1cc(C(=O)OCC(=O)NCCN2C(=O)CSC2=O)ccc1OCc1c(C)noc1C,10.6%,5.1%,-2.2%,-7.7%,-0.5%,x,-3.2%
CCOCCCn1c(=S)[nH]c2cc(C(=O)NCCCN(CC)CC)ccc2c1=O,-17.9%,5.2%,-6.2%,13.5%,-3.6%,x,5.3%
Cc1ccccc1CN1CCN(CC(=O)NCCCN2CCN(c3ccc(F)cc3)CC2)C1=O,-30.0%,-14.6%,-35.3%[inhibitor],-10.6%,-2.5%,0.1%,14.2%[38.3 µM]
CC(=O)Nc1sc(N/N=C/c2ccccc2F)nc1-c1ccc(C)cc1,13.3%[9.22 µM],2.4%,x,13.2%[10 µM],x,x,x
CCN1CC(CN(C)Cc2cn(-c3ccc(C)cc3)nc2-c2cccc(C)c2)CC1=O (configuration not stated),15.4%[9.22 µM],3.6%,x,6.3%[10 µM],-0.1%,u,2.5%

# Compound activity (PubChem BioAssay)
